Rab9 prom act – activates the Rab9 promoter; Potency, µM (titrated, usually from 9.22 µM), for the others: at the highest dose activation, negative = inhibition, most hits filed as activators; Huh7 Rab9 promoter-luciferase reporter, luminescence, 24 h; AID 485297; 2.8% of 320,000 active; note: % of control where 0% means no effect; nearly all actives have a fitted effect of over 60% in size
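Using Huh7 cells stably transfected with Rab9 promoter–luciferase, compounds were incubated 24 h at 37 °C, 5% CO2; luciferase luminescence was read 10 min after reagent addition.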
NPC1 prom act – NPC1 promoter activation | Huh7 NPC1 promoter luciferase reporter, 24 h | AID 485313 | Potency, µM (highest dose often 9.22 µM), inactives show at the highest dose activation, usual class: activators | 2.4% of 320,000 active;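 note: % of control where 0% means no effect; nearly all actives have a fitted effect of over 60% in size; reporter is driven by a mutant NPC1 promoter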
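Luminescence read-out of NPC1 promoter-driven luciferase in stably transfected Huh7 cells; compounds delivered in DMSO and left 24 h at 37C, 5% CO2, qHTS titration format.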
uPA surface inh – inhibitors of cell surface uPA generation; cell surface uPA generation assay, qHTS; Potency, µM (titrated, usually from 38.3 µM), without a hit: at the highest dose activity change, negative = inhibition, actives largely listed as inhibitors; 0.31% of 330,000 active; active = well fitted inhibition curve with a large enough effect; inconclusive = small, poorly fitted or top-dose-only effect; inactive = no such curve, though single readings can be large or run the other way; tested in mouse RAW 264.7 cells; note: % is set by controls: 0 for no effect and ±100 for the full control effect; nearly all actives have a fitted effect of over 55% in size
FLuc modulator – firefly luciferase modulation, counter-screen for miR-21 project. P08659. purified FLuc, Km substrates, luminescence inhibition. Potency, µM (doses to about 57.5 µM), without a hit: at the highest dose activity change, negative = inhibition, most hits filed as inhibitors. 6.9% of 360,000 active. AID 588342;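 note: plate controls were vehicle for no effect and reference inhibitor for full effect; nearly all actives have a fitted effect of over 55% in size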
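Purified P. pyralis luciferase (10nM final) with 10uM D-luciferin and 10uM ATP (Km levels) in 50mM Tris acetate pH 7.5, 10mM Mg acetate, 0.01% Tween-20, 0.05% BSA; qHTS 6-point titration, ~60 µM downward; luminescence read.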
MBNL1-CUG inh – MBNL1-poly(CUG) RNA binding inhibition. Q9NR56. TR-FRET MBNL1-His/biotin-(CUG)12 binding, 665/545 ratio. Potency, µM (titrated, usually from 57.5 µM), inactives show at the highest dose activity change, negative = inhibition, usual class: inhibitors. 0.036% of 280,000 active; active = well fitted inhibition curve with a large enough effect in the signal ratio, with a control signal flat, not every such curve was filed as active; inconclusive = small, poorly fitted or top-dose-only effect, or effect the other way, or a change in a side signal; inactive = no such curve, though single readings can be large or run the other way; the % refers to the signal ratio; note: % is set by controls: 0 for no effect and ±100 for the full control effect
Target sequence (Q9NR56 whole entry, looked up): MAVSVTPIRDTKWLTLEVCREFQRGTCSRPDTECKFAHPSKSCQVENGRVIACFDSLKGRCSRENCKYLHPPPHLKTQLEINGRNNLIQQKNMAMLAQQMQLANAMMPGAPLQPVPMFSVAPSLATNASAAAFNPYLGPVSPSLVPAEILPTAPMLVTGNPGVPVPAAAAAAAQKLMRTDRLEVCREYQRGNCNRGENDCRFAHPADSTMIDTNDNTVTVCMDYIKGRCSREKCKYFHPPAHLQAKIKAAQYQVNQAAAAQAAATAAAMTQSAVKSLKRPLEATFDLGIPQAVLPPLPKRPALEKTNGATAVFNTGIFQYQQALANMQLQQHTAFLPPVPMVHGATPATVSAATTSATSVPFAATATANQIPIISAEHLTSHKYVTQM
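TR-FRET readout: Ex 340 nm, 665/545 nm emission ratio, normalized to buffer-only (basal) and MBNL1-(CUG)12 controls. Complex of MBNL1-His with Biotin-(CUG)12, compounds 92 nM–58 uM, incubated 60 min at room temperature.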
MLL CXXC-DNA inh – blocks binding of human MLL CXXC domain to DNA. Q03164. MLL-CXXC / FITC-HOXA9 DNA fluorescence polarization. Potency, µM (highest dose often 115 µM), inactives show at the highest dose activity change, negative = inhibition, most hits filed as inhibitors. 0.037% of 290,000 active. AID 2662; active = well fitted inhibition curve with a large enough effect in the polarisation, with a control signal flat, not every such curve was filed as active; inconclusive = small, poorly fitted or top-dose-only effect, or effect the other way, or a change in a side signal; inactive = no such curve, though single readings can be large or run the other way; the % refers to the polarisation
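Fluorescence polarization: 7 uM MLL-CXXC (stock) preincubated 5 min with compounds, then 50 nM fluorescein-HOX-A9 DNA (stock) added; 30 min ambient. Buffer 50 mM Tris-HCl pH 7.5, 50 mM NaCl, 1 mM DTT, 0.05% BSA.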
VP16 counter – Gal4-VP16 reporter inhibition counter-screen; AID 2546; 3.5% of 310,000 active; Drosophila S2 Gal4-VP16 UAS-luciferase, luminescence, 20 h; Potency, µM (highest dose often 53.6 µM), without a hit: at the highest dose activity, negative = inhibition, most hits filed as inhibitors;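 note: Gal4-VP16 expression switched on by copper sulfate through the metallothionein promoter; % is set by controls: 0 for no effect and ±100 for the full control effect; nearly all actives have a fitted effect of over 50% in size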
RORgamma inh – inhibitors of mouse ROR gamma transcriptional activity; P51450; Drosophila S2 Gal4-RORgamma UAS-luciferase reporter, 20 h; Potency, µM (titrated, usually from 53.6 µM), for inactives: top-dose activity change, negative = inhibition, most hits filed as inhibitors; 5.4% of 310,000 active; AID 2551; note: % is set by controls: 0 for no effect and ±100 for the full control effect; nearly all actives have a fitted effect of over 60% in size
Target sequence (P51450 whole entry, looked up, the tested form may be a part): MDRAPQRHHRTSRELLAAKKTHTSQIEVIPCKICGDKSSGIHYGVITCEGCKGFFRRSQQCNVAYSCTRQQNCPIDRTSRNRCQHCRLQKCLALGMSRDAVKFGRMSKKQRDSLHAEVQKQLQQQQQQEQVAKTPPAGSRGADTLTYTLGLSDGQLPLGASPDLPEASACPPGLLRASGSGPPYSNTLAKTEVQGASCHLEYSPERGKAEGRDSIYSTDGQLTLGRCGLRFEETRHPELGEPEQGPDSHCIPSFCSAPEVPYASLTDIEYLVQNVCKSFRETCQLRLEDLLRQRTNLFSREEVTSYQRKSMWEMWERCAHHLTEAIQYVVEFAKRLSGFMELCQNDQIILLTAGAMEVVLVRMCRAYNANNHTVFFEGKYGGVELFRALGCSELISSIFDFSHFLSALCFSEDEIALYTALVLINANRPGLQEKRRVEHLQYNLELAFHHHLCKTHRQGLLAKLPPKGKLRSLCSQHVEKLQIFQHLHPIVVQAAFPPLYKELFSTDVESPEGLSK
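Luciferase reporter read in Schneider cells carrying Gal4-RORγ (mouse) and UAS-Photinus luciferase; cells given compound 1 h before 700 uM copper sulfate induction, then incubated 20 h at ambient temperature.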
p53 reactivator – restores transcriptional activity of mutant p53. H1299 p53-A138V BP100-luciferase reporter, luminescence, 24 h. Potency, µM (highest dose often 92.2 µM), without a hit: at the highest dose activity change, positive = activation, actives largely listed as activators. 0.063% of 320,000 active; note: % of control where 0% means no effect; nearly all actives have a fitted effect of over 45% in size
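H1299 (p53-null), stable ts p53-A138V + BP100-Luc; 1000 cells/well, Opti-MEM/10% FBS; cpd 4 pt, 1:5; 24 h, 37 deg C, 5% CO2; detection reagent 10 min RT; luminescence.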
ELG1 genotoxic – genotoxicity induction in ELG1-luciferase HEK293T cells; HEK293T ELG1-luciferase reporter, luminescence, 16 h; Potency, µM (series often up to 46 µM), without a hit: top-dose activity change, positive = activation, usual class: activators; 1.3% of 330,000 active; AID 504466; note: % of control where 0% means no effect; nearly all actives have a fitted effect of over 60% in size
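Step 1: seed 2,000 HEK293T ELG1-luciferase cells per well. Step 2: add compound or DMSO, incubate 16 hr at 37 °C. Step 3: ONE-Glo, 30 min at room temperature, read luminescence.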
BRCA1 expr up – activators of BRCA1 expression; MCF7-BRCA1-FFLuc reporter, luminescence, 48 h; response scale: scaled: vehicle 0%, 10 µM genistein 100%; Potency, µM (doses to about 46.1 µM), for the others: at the top dose activation, actives largely listed as activators; 1.1% of 380,000 active; note: nearly all actives have a fitted effect of over 80% in size; some results filed as inactive show a strong effect at the top dose
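MCF7-BRCA1-FFLuc cells, 2000/well in phenol-red-free MEM, attached 2 h then treated 48 h at 37 C. Luciferase luminescence read 15 min after reagent; normalized to genistein maximum activation (10microM) and DMSO, concentration-response fitted.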
* marks the source's active call; other numbers are inactive results; ? = inconclusive; . = no result given; [ ] = remark or other dose. Unless noted, calls come from the whole dose curve; as a rule, active = well fitted curve in the direction sought with a large enough effect; inconclusive = small, poorly fitted or top-dose-only effect, or another doubt; inactive = no such curve, though single readings can be large; an effect the other way counts as inactive or inconclusive. Potency is the fitted concentration of half-maximal effect.

Below each SMILES: Rab9 prom act, NPC1 prom act, uPA surface inh, FLuc modulator, MBNL1-CUG inh, MLL CXXC-DNA inh, VP16 counter, RORgamma inh, p53 reactivator, ELG1 genotoxic, BRCA1 expr up
> CN(Cc1ccccc1)C(=O)c1ccccc1N(C)S(=O)(=O)c1ccccc1
    2%, 0%, -2%, 1%, ., ., ., ., -3%, -2%, -9%
> O=S(=O)(NCc1ccc2c(c1)OCO2)c1cnc[nH]1
    -13%, 3%, -5%, -1%, 1%, 6%, -1%, -15%, -2%, 0%, -17%
> CCN(CC(=O)NCc1cccs1)C(=O)c1ccc(S(=O)(=O)Nc2ccccc2Cl)cc1
    4%, -3%, -12%, -3%, ., ., ., ., -5%, 2%, 11%
> COc1cccc(CNC(=O)CSc2cc(=O)n(C)c3ccccc23)c1
    1%, -6%, 0%, -8%, -7%, ?, -6%, -14%, -4%, 6%, -6%
> NC(=S)N/N=C1\CCOc2ccc(Cl)cc21
    -9%, 1%, -10%, -1%, 2%, 1%, 8.9µM*, 3.2µM*, 1%, -6%, -46%
> CCOc1ccc(OCCNC(=O)c2oc3ccccc3c2COC)cc1
    -7%, 1%, 1%, -12%, ., ., ., ., -10%, -1%, -30%
> CN(C)c1ccnc2sc3c(=O)n(-c4ccccc4)cnc3c12
    0%, 1%, -1%, 0%, 4%, -3%, 2%, 14%, 4%, -13%, 54%
> CCOC(=O)c1csc(NC(=O)Nc2cccc(OC)c2)n1
    12%, 0%, ., -7%, -6%, 7%, -3%, 37%, -9%, 1%, .
> Cc1sc2nc(COC(=O)c3cccc(OC(F)F)c3)[nH]c(=O)c2c1C
    13%, -2%, 5%, 1%, -2%, 7%, ?, ?, 1%, -6%, 0%
> COc1cccc(S(=O)(=O)NCc2ccc(C(=O)N3CCN(Cc4ccccc4)CC3)cc2)c1
    3%, -5%, -10%, 0%, 0%, -3%, 0%, 36%, -19%, -11%, -38%
> COc1ccc(CNC(=O)c2c(C)cc(=O)oc2C)cc1
    2%, -3%, -4%, -3%, 10%, -8%, 12%, 4%, -2%, 0%, -7%
> c1ccc(-c2nc3c(ccc4ccccc43)[nH]2)nc1
    ?, 2.8µM*, -6%, 3.8µM*, 14%, 21%, 1µM*, 0.35µM*, ?, 18%, 30%
> COC(=O)c1cc(S(=O)(=O)NCc2ccc3c(c2)OCO3)cn1C
    -1%, 2%, 3%, 1%, -2%, -10%, 0%, -3%, -1%, 0%, 5%
> COc1ccc(S(=O)(=O)n2nc(OC(=O)c3c(-c4ccccc4Cl)noc3C)cc2N)cc1
    3%, -8%, 0%, -4%, -1%, -6%, -14%, 17%, -7%, -7%, -7%
> Cc1cc(/C=C2\NC(=S)NC2=O)c(C)n1-c1cccnc1
    ?, 21%, -8%, 9.5µM*, ., 2%, -7%, -13%, 1%, 10%, -19%
> COc1cc(/C=N/NC(=O)Cn2ccc(C(F)(F)F)n2)cc(OC)c1OC
    -1%, -23%, 13%, -2%, ., 5%, 10%, -23%, -2%, 2%, -9%
> O=C(C1=C(O)C(=O)N(CC2CCCO2)C1c1cccnc1)c1ccco1 (configuration not stated)
    0%, -2%, 1%, -1%, 16%, -10%, 2%, -10%, 4%, 2%, -13%
> CCCc1cc(NCCCO)n2c(nc3ccccc32)c1C#N
    -4%, -6%, -6%, -9%, ., -1%, 0%, -24%, -3%, -3%, 0%
> O=S(=O)(N[C@@H]1C[C@H]2CC[C@@H]1C2)c1cccs1
    4%, 1%, -1%, -2%, 11%, -9%, -14%, -10%, -8%, -4%, -8%
> COc1ccc(/C=N/S(=O)(=O)CCc2ccccc2)c(OC)c1
    -2%, -4%, -1%, -8%, 4%, -1%, -13%, -17%, -10%, 1%, -17%
> O=C(COc1ccc(Br)cc1Cl)NC(=O)NC1CCCC1
    ?, 29%, 1%, 9.5µM*, ., ., ., ., ?, ?, ?
> COc1ccc(C(C)=O)cc1CSc1nc2ccccc2c(=O)n1-c1cccc(C)c1
    -2%, 0%, -1%, -1%, 16%, -8%, -6%, ?, -15%, 0%, -32%
> Cc1c(C#N)c2ccccc2n1CC(=O)N1CCCc2ccccc21
    -1%, -1%, 12%, 4%, 4%, 13%, 15%, 8%, -2%, -5%, -39%
> CO/N=C/C1CCN(c2ncc(C(F)(F)F)cc2Cl)C1=O (configuration not stated)
    -2%, -8%, -3%, -2%, 2%, 8%, 5%, 16%, -1%, -2%, -3%
> CC(=O)Nc1cc(S(=O)(=O)Nc2ccc(C)cc2)c(C)cc1C
    4%, -2%, 1%, 12%, 4%, 5%, 2%, 6%, -4%, -2%, -22%
> NC(c1ccccc1)c1ccncc1 (configuration not stated)
    3%, -4%, 2%, 1%, -3%, -9%, 14%, -1%, ., 0%, -1%
> Cc1cc(-c2ccccc2)c(C#N)c(N)n1
    ., ., -4%, 3%, 40%[activator], 0%, 19%, -12%, ., ., 0%
> CN(C)c1nc(N)c2ncc(=S)[nH]c2n1
    -6%, 1%, 3%, 4%, ?, ?, -6%, -38%, 2%, ?, -22%
> COc1cc2c(cc1OC)C(C)N(C(=O)C1=NN(c3cccc(C)c3)C(=O)CC1)CC2 (configuration not stated)
    -2%, 2%, -6%, -1%, -3%, 8%, -8%, -11%, -6%, 0%, 2%
> CN1CCN(/N=C/c2ccc(N(c3ccccc3)c3ccccc3)cc2)CC1
    -20%, -8%, 3%, 0%, -4%, -20%, 1%, 28%, -4%, -5%, -84%[inhibitor]

Given comma-delimited: part of the list above.
SMILES,Rab9 prom act,NPC1 prom act,uPA surface inh,FLuc modulator,MBNL1-CUG inh,MLL CXXC-DNA inh,VP16 counter,RORgamma inh,p53 reactivator,ELG1 genotoxic,BRCA1 expr up
COc1cccc(S(=O)(=O)NCc2ccc(C(=O)N3CCN(Cc4ccccc4)CC3)cc2)c1,3%,-5%,-10%,0%,0%,-3%,0%,36%,-19%,-11%,-38%
CCOc1ccc(OCCNC(=O)c2oc3ccccc3c2COC)cc1,-7%,1%,1%,-12%,.,.,.,.,-10%,-1%,-30%
Cc1c(C#N)c2ccccc2n1CC(=O)N1CCCc2ccccc21,-1%,-1%,12%,4%,4%,13%,15%,8%,-2%,-5%,-39%
CN(Cc1ccccc1)C(=O)c1ccccc1N(C)S(=O)(=O)c1ccccc1,2%,0%,-2%,1%,.,.,.,.,-3%,-2%,-9%
CN1CCN(/N=C/c2ccc(N(c3ccccc3)c3ccccc3)cc2)CC1,-20%,-8%,3%,0%,-4%,-20%,1%,28%,-4%,-5%,-84%[inhibitor]
COc1ccc(/C=N/S(=O)(=O)CCc2ccccc2)c(OC)c1,-2%,-4%,-1%,-8%,4%,-1%,-13%,-17%,-10%,1%,-17%

(listing goes on)
Below each SMILES: Rab9 prom act, NPC1 prom act, uPA surface inh, FLuc modulator, MBNL1-CUG inh, MLL CXXC-DNA inh, VP16 counter, RORgamma inh, p53 reactivator, ELG1 genotoxic, BRCA1 expr up
> Cc1nnc(SCC(=O)N2CC(=O)Nc3ccccc32)s1
    0%, 0%, -2%, -1%, -3%, 3%, 2%, 1%, ?, 0%, 7%
> OC(CN1CCC(Cc2ccccc2)CC1)C(F)(F)F (configuration not stated)
    0%, 1%, 0%, -1%, 2%, -5%, -8%, 6%, 18%, 1%, 0%
> c1ccc(Nc2ncnc3c2oc2ccccc23)cc1
    ., ., 6%, 21µM*, 10%, 11%, 27%, -9%, ., ., -2%
> COc1ccccc1-n1cnnc1SCC(=O)NC1CCS(=O)(=O)C1 (configuration not stated)
    -12%, -1%, 1%, 1%, 0%, 8%, 14%, -21%, -2%, 0%, 16%
> O=C(N/N=C\c1ccncc1)c1ccc(Cl)s1
    4%, 14%, 1%, 17µM*, ?, -17%, 5%, -27%, 2%, 15%, 10%
> CC(C)CC(=O)Nc1cccc(-c2nc3ccccc3o2)c1
    5%, -2%, 0%, -16%, 3%, 8%, 15%, ?, 11%, -2%, 16%
> Cc1nc(CNS(=O)(=O)c2ccc3c(c2)OCCO3)cs1
    3%, 0%, -7%, 7%, 12%, -2%, -7%, 11%, 1%, -4%, -1%
> CC(=O)NC(=S)Nc1ccc(NC(=O)c2cccnc2Cl)cc1
    12%, -1%, 3%, -5%, -3%, 0%, -8%, -12%, 5%, 5%, 21%
> CC/C(=N/NS(=O)(=O)c1ccc(Cl)cc1)c1ccc(O)cc1
    1%, 4%, -4%, 3%, ., 6%, -9%, 5%, 2%, 2%, -1%
> CC(=O)c1cnc(Nc2nc(C)c3ccccc3n2)nc1C
    -1%, -1%, ., 7%, 14%, 2%, 14%, -37%, 7%, -1%, .

Only part of the results is shown (hit frequency here may not be typical).
